# proCasp7 act – procaspase-7 activators, primary screen, counter-screen for procaspase-3 activator project, biochemical, absorbance, HTS, human. activation, % at 8.5 µM. recombinant procaspase-7, Ac-DEVD-pNA absorbance 405 nm; D23A/D198A/D206A triple mutant, cannot self-cleave; scale: DMSO 0, 5 µM enzyme 100. AID 463210, 2010. Caspase-7 (Homo sapiens), P55210. hit rate 0.093% among 330,000;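 active means percent activation above the screen-wide mean plus 3 SD, cut at about 25% in these data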
# Target sequence (P55210 whole entry D23A/D198A/D206A): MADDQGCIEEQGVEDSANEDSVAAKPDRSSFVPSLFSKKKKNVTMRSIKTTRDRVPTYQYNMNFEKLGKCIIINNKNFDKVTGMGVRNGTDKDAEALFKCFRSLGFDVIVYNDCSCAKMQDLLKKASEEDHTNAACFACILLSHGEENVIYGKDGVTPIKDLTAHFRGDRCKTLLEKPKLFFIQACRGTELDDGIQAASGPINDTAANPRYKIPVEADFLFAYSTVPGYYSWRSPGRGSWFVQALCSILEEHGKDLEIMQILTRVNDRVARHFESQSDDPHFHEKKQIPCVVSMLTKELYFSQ
#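 System: Uncleavable procaspase-7 mutant enzyme; Amount: 2 µM procaspase-7 mutant as dispensed; Schedule: 1 h compound preincubation, 2 h substrate cleavage, 25 °C; Measured by: 405 nm absorbance of p-nitroaniline; Evaluation: percent activation from buffer-corrected 0–120 min absorbance change; Control set: low DMSO alone, high DMSO plus 5 µM PC-7.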
# TPT1 inhibitor – Candida albicans TPT1 enzyme inhibitors, primary screen, biochemical, fluorescence polarization; inhibition, % at 5 µM; tRNA 2'-phosphotransferase TPT1 (Candida albicans SC5314); hit rate 0.81% among 300,000; AID 1962, 2009; recombinant caTPT1, FP RNA substrate dephosphorylation;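 active means inhibition above the mean of all tested compounds plus 3 SD, set per screening campaign, cut at about 24% in these data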;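 further: plate controls were DMSO alone for no effect and ferristatin control at 100 nM for full effect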
# PP5 primary – PP5 phosphatase inhibitors, primary screen, biochemical, fluorescence; hit rate 0.18% among 320,000; Serine/threonine-protein phosphatase 5 (Homo sapiens), P53041; purified PP5c, OMFP substrate fluorescence; AID 1987, 2009; inhibition, % at 6.7 µM;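 active means inhibition above the campaign's mean inhibition across all tested compounds plus 3 SD, cut at about 9.5% in these data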;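 further: 0% = DMSO only and 100% = 100 µM cantharidin control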
# core dimer inh – inhibitors of HCV core protein dimerization, primary screen, biochemical, TR-FRET, high-throughput; TR-FRET GST/Flag-core106 dimerization, 1536-well; inhibition, % at 5 µM; hit rate 0.33% among 300,000;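 active means inhibition above the mean of all tested compounds plus 3 SD, set per screening campaign, cut at about 45% in these data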
#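 System: GST-tagged and Flag-tagged HCV core protein residues 1-106 / Input: core106 proteins, GST 13.5 nM and Flag 17 nM / Buffer or medium: KF-containing HEPES buffer, pH 7.45, DTT, CHAPS, BSA / Probe or stimulus: Eu-anti-GST and XL665-anti-Flag labelled anti-tag antibodies / Schedule: 4 h, 22.5 °C incubation / Technique: TR-FRET 671 and 617 nm emission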
# PP1 counter – PP1-alpha phosphatase inhibitors, primary screen, counter-screen for PP5 inhibitor project, biochemical, fluorescence, OMFP substrate, single point. Serine/threonine-protein phosphatase PP1-alpha catalytic subunit (Homo sapiens), P62136. purified PP1alpha. inhibition, % at 6.7 µM. hit rate 0.9% among 320,000;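 active means inhibition above the mean inhibition of all tested compounds plus 3 SD, computed separately for each screening campaign, cut at about 15% in these data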
# Target sequence (P62136 whole entry, looked up): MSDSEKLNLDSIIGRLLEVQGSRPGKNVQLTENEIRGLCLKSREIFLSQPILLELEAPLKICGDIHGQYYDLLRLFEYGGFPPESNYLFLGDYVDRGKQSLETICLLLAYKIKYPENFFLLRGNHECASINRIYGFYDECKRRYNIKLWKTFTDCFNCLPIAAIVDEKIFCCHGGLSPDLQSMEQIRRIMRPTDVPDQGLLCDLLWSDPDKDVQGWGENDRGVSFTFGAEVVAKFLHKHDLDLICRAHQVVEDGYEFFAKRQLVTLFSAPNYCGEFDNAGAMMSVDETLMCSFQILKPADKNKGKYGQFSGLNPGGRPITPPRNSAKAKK
# Fh CTSL1 inh – Fasciola hepatica cathepsin L1 inhibitors, primary screen, counter-screen for PFM18AAP inhibitor project, biochemical, QFRET, fluorogenic peptide substrate. recombinant F. hepatica cathepsin L1, Z-Leu-Arg-MCA fluorescence. AID 1906, 2009. inhibition, % at 5.96 µM. hit rate 0.49% among 300,000;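 active means inhibition above the mean of all tested compounds plus 3 SD, set per screening campaign, cut at about 17% in these data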;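 further: 0% = plate median of test compound wells and 100% = 1 µM Z-Phe-Ala-diazomethylketone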
# AHR activator – AHR activators, primary screen, cell-based, luminescence, luciferase reporter, human. Aryl hydrocarbon receptor (Homo sapiens), P35869. AHR-responsive luciferase reporter cells. activation, % at 5 µM. hit rate 2.5% among 320,000; in the data active means activation above about 47%;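 further: 0% = vehicle wells and 100% = reference agonist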
# procasp3 activ – activators of human procaspase-3 D3A mutant, primary screen, biochemical, absorbance, PC-3 D3A mutant, single concentration | recombinant procaspase-3 D3A, Ac-DEVD-pNA absorbance 405 nm | Caspase-3 (Homo sapiens), P42574 | activation, % at 8.5 µM | hit rate 0.11% among 330,000;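 active means activation above the mean of all tested compounds plus 3 SD, cut at about 21% in these data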;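 further: 0% = DMSO alone and 100% = DMSO wells spiked with extra 5 µM PC-3 D3A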
# Target sequence (P42574 whole entry D9A/D28A/D175A): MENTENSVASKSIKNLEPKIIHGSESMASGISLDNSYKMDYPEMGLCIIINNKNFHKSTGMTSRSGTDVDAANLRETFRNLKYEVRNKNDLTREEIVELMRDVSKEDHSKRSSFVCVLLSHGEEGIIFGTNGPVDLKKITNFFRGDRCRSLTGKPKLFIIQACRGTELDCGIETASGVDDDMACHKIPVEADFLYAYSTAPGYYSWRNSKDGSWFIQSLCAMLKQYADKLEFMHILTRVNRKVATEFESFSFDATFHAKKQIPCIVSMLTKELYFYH
#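 Test system: Procaspase-3 D3A mutant; medium: Zinc-free HEPES/NaCl buffer with 0.01% Triton X-100 at pH 7.4; reagent: DEVD-pNA substrate; doses: one concentration, 8.5 µM nominal, 0.8% DMSO; times: 1 h preincubation plus 2 h reaction at 25 °C; signal: Epi-absorbance at 405 nm of released p-nitroaniline, 0 and 120 min; replicates: singlicate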
# PAFAH2 inh – PAFAH2 enzyme inhibitors, primary screen, biochemical, fluorescence polarization, human | Platelet-activating factor acetylhydrolase 2, cytoplasmic (Homo sapiens), Q99487 | recombinant PAFAH2, FP-rhodamine activity probe | inhibition, % at 3.39 µM | hit rate 0.99% among 340,000;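 active means inhibition above the mean over all tested compounds plus 3 SD, cut at about 30% in these data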;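 further: inhibitors block probe labeling of enzyme so polarization drops; 0% = enzyme with DMSO and 100% = wells lacking PAFAH2 protein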
# * marks the source's active call; other numbers are inactive results; nt = not tested or not shown; & = joins results of further samples.
# Preview (2 entries):
SMILES,proCasp7 act,TPT1 inhibitor,PP5 primary,core dimer inh,PP1 counter,Fh CTSL1 inh,AHR activator,procasp3 activ,PAFAH2 inh
Cc1ccc(NC(=O)c2cc(-n3cnnc3)ccc2Cl)cc1,2.4,0.3,0.1,0.1,0.6,-2.1,8.4,3.0,-3.0
CCCc1cc(=O)oc2cc(C)cc(OCC(=O)NC(Cc3c[nH]c4ccc(O)cc34)C(=O)O)c12 (stereo not drawn),-0.3,-4.2,-0.2,-0.4,-3.6,0.8,-0.9,4.1,-9.5

# The whole of this part, from the start:
SMILES,proCasp7 act,TPT1 inhibitor,PP5 primary,core dimer inh,PP1 counter,Fh CTSL1 inh,AHR activator,procasp3 activ,PAFAH2 inh
Cc1ccc(NC(=O)c2cc(-n3cnnc3)ccc2Cl)cc1,2.4,0.3,0.1,0.1,0.6,-2.1,8.4,3.0,-3.0
CCCc1cc(=O)oc2cc(C)cc(OCC(=O)NC(Cc3c[nH]c4ccc(O)cc34)C(=O)O)c12 (stereo not drawn),-0.3,-4.2,-0.2,-0.4,-3.6,0.8,-0.9,4.1,-9.5
CCCCNS(=O)(=O)c1ccc(NC(=O)c2c(-c3ccccc3Cl)noc2C)cc1,-2.9,-4.3,2.9,1.9,4.5,-2.4,37.5,-7.5,-1.0
CCC/C(=N\NC(=O)CCC(=O)NCc1ccccc1)c1ccccc1,8.8,-4.7,-1.0,-0.8,-2.6,-0.1,7.6,8.0,4.7
CCCCn1c(N)c(N(CC(C)C)C(=O)C2CCN(S(=O)(=O)c3ccc(C)cc3C)CC2)c(=O)[nH]c1=O,3.0,1.9,1.5,0.3,-4.5,-2.8,-2.1,-4.3,-6.5
CN1N=C(C(=O)N2CCc3c([nH]c4ccccc34)C2c2ccccc2Cl)CCC1=O (stereo not drawn),-3.2,0.8,1.4,-2.8,3.8,-0.4,28.5,-2.0,3.4
O=C(COC(=O)c1cc(-c2ccc(Cl)s2)nc2ccccc12)NCc1ccco1,-3.2,10.2,5.9,39.4,6.8,1.9,0.7,-10.4,-10.8
CNc1nnc(Sc2ncccc2[N+](=O)[O-])s1,-11.0,-22.1,-0.5,1.7,-2.6,0.1,-4.2,-1.8,-2.6
COC(=O)Cn1c(C)nc2ccccc21,-1.8,0.6,-0.1,0.1,-0.3,0.9,-0.6,2.6,-0.2
COc1ccc(CCNC(=O)CS(=O)Cc2nc(-c3ccccc3F)oc2C)cc1OC (stereo not drawn),-2.8,-2.4,1.8,-10.0,0.7,-5.3,4.5,1.1,-6.0
COc1cccc(NC(=O)CN2C(=O)C(c3ccc(C)cc3)=NC23CCCCCC3)c1,12.1,0.4,0.5,16.3,-2.2,4.3,4.6,-0.1,2.9
Cc1ccc(Cl)cc1N1CCN(S(=O)(=O)c2cc3c(cc2C)NC(=O)CO3)CC1,2.2,0.0,4.3,16.3,2.0,-0.3,-1.5,-5.2,-0.2
COCCN(C(=O)c1snc(C(N)=O)c1N)C(C(=O)NC1CCCC1)c1cc(OC)c(OC)c(OC)c1 (stereo not drawn),-4.0,0.7,2.5,-1.3,0.8,-1.5,-2.3,1.2,3.5
CCn1cc(C(=O)Nc2cccc(NC(C)=O)c2)c2cc(OC)c(OC)cc2c1=O,-1.4,-0.9,2.3,-4.0,-3.7,-1.9,1.8,8.5,10.2
O=S(=O)(c1cccc(-c2n[nH]c(=S)n2Cc2ccccc2)c1)N1CCOCC1,-10.3,-1.0,-0.1,3.7,0.1,-0.5,1.9,-8.5,-10.1
Cc1ccc(S(=O)(=O)CCC(=O)NCc2ccccc2Cl)cc1,11.6,1.2,1.1,0.2,1.0,-2.4,3.6,9.0,-0.8
CCc1ccccc1NC(=O)CN(c1ccc(OC)cc1OC)S(=O)(=O)c1ccccc1,10.0,0.5,-0.2,13.7,-0.2,-0.7,2.0,4.1,-2.1
O=C1/C(=C/c2ccccn2)SC(=S)N1c1ccc(O)cc1,-4.9,-0.9,1.8,-4.8,2.5,1.2,-1.5,-14.7,-6.0
C[C@@H]1COC(=O)[C@@H](CC(=O)OC(C)(C)C)C/C=C\C[C@@H](CC(=O)N[C@H](CO)Cc2ccccc2)C(=O)N1,5.3,nt,nt,nt,nt,nt,-0.1,0.6,7.5
C=C1C2(C(=O)NCc3ccco3)CCC(C2)C1(C)C (stereo not drawn),18.8,2.9,1.2,-1.1,-4.1,-1.4,6.2,-1.8,1.5
OC(CN1C2=NCCCN2c2ccccc21)c1ccc(Br)cc1 (stereo not drawn),-4.1,3.5,-5.0,-9.7,-6.5,-3.6,9.7,-0.3,9.1
Cc1ccc(CNC(=O)c2ccc(Cn3nc(C)cc3C)o2)cc1,-0.6,-2.1,-0.2,3.0,0.1,-2.7,5.4,11.4,1.1
COc1ccc(OC)c(N/C=C/C(=O)c2ccccc2)c1,-23.9,16.9,1.9,-2.9,1.9,-5.5,9.4,-11.9,1.8
CC1(C)Cc2[nH]c3ccccc3c2C(C)(C)N1,5.9,-1.3,0.6,-3.9,0.5,-4.2,1.3,0.2,-3.1
Cc1c(C)n(CCc2ccccc2)c2ncnc(NCCCN(C)C)c12,6.0,-3.8,-2.0,-7.8,-3.1,-6.4,11.9,-0.9,-5.2
COc1ccc(NC(=O)c2cccc(NC(=O)c3ccco3)c2)c(OC)c1,7.5,5.0,2.5,-0.5,-2.4,-1.6,5.0,1.4,-0.6
N/C(=N\OC(=O)Nc1ccccc1)c1ccno1,-1.5,-3.9,0.2,0.4,-2.3,-4.8,-1.8,-7.3,nt
Cc1ccccc1-c1nc(CN2CCC(C(=O)N3CCN(c4ccccn4)CC3)CC2)c(C)o1,13.8,0.2,2.4,3.4,-7.9,-2.4,0.4,4.9,3.6
COc1ccccc1N(CC(=O)N/N=C(\C)c1ccc(F)cc1)S(=O)(=O)c1ccccc1,-7.3,nt,-1.8,nt,-5.9,nt,1.0,0.5,0.0
Cc1cc(-c2cn3ccccc3n2)c(C)n1-c1ccccc1,-11.6,1.1,-0.4,17.1,12.0,1.1,4.5,-11.3,-0.4
O=C(OCc1cnc(Cl)s1)c1c(F)cccc1F,-2.2,3.3,2.1,10.9,-3.5,1.4,-0.8,1.3,3.9
CCOC(=O)[C@H]1[C@H]2COc3cc(OC)ccc3[C@@H]2N2C(=O)N(c3cccc(F)c3)C(=O)[C@@]12C,2.1,nt,nt,nt,nt,nt,1.0,6.5,-2.4
CCCn1c(SCc2nc(-c3cccs3)no2)nnc1-c1ccncc1,-0.4,-1.0,1.0,3.4,0.1,-2.7,1.9,3.9,6.1
Cc1ccc(S(=O)(=O)NCC2COc3ccccc3O2)cc1 (stereo not drawn),-6.8,0.0,2.2,-5.2,-6.1,1.6,-3.3,-6.9,2.0
Cc1cc(OC(C(=O)O)c2ccccc2)c2c(C)c(Cc3ccccc3)c(=O)oc2c1 (stereo not drawn),1.2,-1.7,-2.8,22.7,6.4,4.6,-1.0,-0.7,0.3
CCOC(=O)/C(C#N)=C\c1ccc2c(c1)OCO2,7.4,1.6,0.8,-0.3,-2.8,-1.7,-1.4,13.3,6.1
COc1ccc(/C=N/n2c(-c3cc(C)[nH]n3)n[nH]c2=S)cc1OC,-0.6,0.1,-0.4,-1.1,-4.7,-1.9,0.5,3.7,nt
CN(Cc1ccc(OC(F)F)cc1)C(=O)c1ccc(S(=O)(=O)N(C)c2ccccc2)cc1,0.8,nt,-0.4,nt,4.4,nt,1.4,-0.1,8.0
O=C(NC1CCCC1)c1cnn2c(C(F)(F)F)cc(-c3ccc4c(c3)OCO4)nc12,-4.6,-3.6,-2.5,0.1,2.9,0.4,5.7,-0.7,4.6
Cc1ccccc1N(C(=O)Cc1cccs1)C(C(=O)NCC1CCCO1)c1cccnc1 (stereo not drawn),7.9,-3.4,-0.4,-3.1,-4.4,2.5,-1.2,6.6,5.6
O=S(=O)(Nc1ccc(Cl)c(C(F)(F)F)c1)c1cnc[nH]1,-5.7,-4.4,-1.7,2.0,3.5,6.0,4.4,-2.4,7.2
Cc1ccc(-c2nc3ncccn3c2NC2CCCCC2)o1,-3.0,5.3,0.7,-11.1,-3.8,0.3,9.0,-1.3,1.0
COc1cc(/C=N/NC(=O)CN2CCCCC2)ccc1OCc1ccccc1,-3.1,-3.3,-0.1,-4.7,-3.8,8.7,9.2,9.9,-1.2
O=C(c1ccccc1)c1ccccc1C(=O)c1ccccc1,-4.5&3.7,0.3&-1.9,3.5&2.8,-0.8&3.2,3.0&0.4,0.8&-0.8,0.9&1.0,-2.8&-3.9,1.7
O=C(c1ccc(Br)o1)N1CCN(Cc2ccccc2Cl)CC1,8.6,-2.0,1.8,0.8,-1.1,4.9,0.1,4.8,6.4
C=CCn1c(SCCN2C(=O)c3ccccc3C2=O)nc2scc(-c3ccccc3)c2c1=O,-5.3,-0.5,0.3,4.7,-0.2,-3.8,-3.1,-1.8,-5.8
Cc1ccc(-c2nnc(N3CCN(C(=O)c4ccco4)CC3)c3ccccc23)cc1,2.3,4.1,3.8,18.5,1.2,0.9,-0.9,10.7,8.3
O=C(/C=C/c1ccc(Cl)cc1)Nc1ccc(S(=O)(=O)Nc2ncccn2)cc1,6.1,-0.9,-1.7,-0.4,-3.5,6.9,3.1,6.7,-1.6
COc1ccc(CCNC(=O)C2CCN(Cc3nc(-c4ccccc4C)oc3C)CC2)cc1OC,-2.0,-2.7,2.9,-7.5,-0.6,6.2,-4.5,2.1,3.9
Cc1ccc(NCc2nnc3n2CCCCC3)c(C)c1,3.1,-5.2,2.7,-8.4,2.0,-0.6,28.0,4.3,-2.4
CN1CCc2cc3c(c4c2C1CC41CCC(=NO)CC1)OCO3 (stereo not drawn),6.8,-4.1,2.8,-0.8,-0.1,0.0,1.1,10.7,2.2
COC(=O)C(NC(C)=O)(Nc1nc2c(C)cc(C)cc2s1)C(F)(F)F (stereo not drawn),-4.2,1.0,4.1,-2.6,-1.7,1.4,34.8,3.9,5.1
c1ccc(COCC2CCNCC2)cc1,-8.2,-2.5,0.5,-3.3,-3.8,0.6,0.7,-3.4,1.4
COc1ccc(-c2nnc(SCC(=O)NC(=O)Cc3ccccc3)n2C)cc1,0.5,nt,0.5,nt,0.2,nt,-1.3,2.5,-6.4
CCOC(=O)c1c(-c2ccccc2)cn2ccccc12,13.4,-0.9,-5.1,-1.6,10.5,3.2,10.1,5.5,-1.7

# Compound activity from PubChem.
